Compound activity as filed in PubChem.
TDP1 cell noCPT: qHTS for Inhibitors of human tyrosyl-DNA phosphodiesterase 1 (TDP1): qHTS in cells in absence of CPT | DT40 Tdp1-/- hTDP1 cells, no CPT, ATP luminescence, 48 h | Potency, µM (series often up to 46.2 µM), without a hit: top-dose activity change, negative = growth inhibition, most hits filed as inhibitors | 420,000 tested, 15% active; note: nearly all actives have a fitted effect of over 55% in size
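DT40 Tdp1-/-;hTDP1 cells, no CPT (DMSO vehicle only), 400 cells/well; compounds pin-transferred; ≥48 hr, 37 °C; CellTiter-Glo 30 min RT dark, luminescence read.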
TDP1 block: inhibitors of human tyrosyl-DNA phosphodiesterase TDP1; recombinant TDP1, AlphaScreen DNA substrate cleavage; Potency, µM (top dose mostly 130 µM), for the others: at the top dose activity change, negative = inhibition, most hits filed as inhibitors; 350,000 tested, 0.28% active; AID 485290; note: nearly all actives have a fitted effect of over 40% in size
Target sequence (Q9NUW8 whole entry, looked up): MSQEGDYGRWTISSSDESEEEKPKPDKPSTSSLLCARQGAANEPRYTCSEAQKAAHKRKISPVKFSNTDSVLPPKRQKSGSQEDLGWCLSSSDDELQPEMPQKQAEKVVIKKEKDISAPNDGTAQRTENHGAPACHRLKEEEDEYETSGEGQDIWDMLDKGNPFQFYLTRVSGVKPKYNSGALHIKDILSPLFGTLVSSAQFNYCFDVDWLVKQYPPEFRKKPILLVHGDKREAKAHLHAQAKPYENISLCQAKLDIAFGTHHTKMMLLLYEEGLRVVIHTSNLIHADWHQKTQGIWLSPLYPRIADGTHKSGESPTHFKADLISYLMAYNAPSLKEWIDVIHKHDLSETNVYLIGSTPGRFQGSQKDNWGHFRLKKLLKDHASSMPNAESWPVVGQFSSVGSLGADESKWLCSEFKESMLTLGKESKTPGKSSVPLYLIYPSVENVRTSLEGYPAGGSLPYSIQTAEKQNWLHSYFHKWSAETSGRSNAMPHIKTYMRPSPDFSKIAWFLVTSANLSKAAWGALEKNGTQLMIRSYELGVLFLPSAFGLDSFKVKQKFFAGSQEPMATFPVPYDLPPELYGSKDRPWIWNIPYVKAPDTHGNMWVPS
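Steps: enzyme plus compound, 15 min RT; add biotin/phosphotyrosine-FITC oligonucleotide (15 nM final), react 5 min; add donor/acceptor beads (10 ug/ml final), 10 min; read AlphaScreen. Tdp1 at 1 nM final.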
N370S GC mod: N370S glucocerebrosidase modulation, Gaucher chaperone candidate | Potency, µM (highest dose often 59.4 µM), inactives show top-dose activity change, negative = inhibition, most hits filed as inhibitors | 330,000 tested, 0.092% active | P04062 | N370S GC spleen homogenate, 4MU-glucoside fluorescence;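 note: 0% = full enzyme activity and -100% = no enzyme basal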
An asterisk follows results filed as active; ? = inconclusive; nt = not tested or not shown; & = joins results of further samples; [ ] = another dose, or the depositor's remark. Calls come from the whole dose curve; as a rule, active = well fitted curve in the direction sought with a large enough effect; inconclusive = small, poorly fitted or top-dose-only effect, or another doubt; inactive = no such curve, though single readings can be large; an effect the other way counts as inactive or inconclusive. Unless noted, % is set by controls: 0 for no effect and ±100 for the full control effect; potency is the fitted concentration of half-maximal effect.

SMILES	TDP1 cell noCPT	TDP1 block	N370S GC mod
Cc1cccc(OCc2ccc(C(=O)N3CCOCC3)o2)c1	-25.7%	16.7%	7.7%
Cc1cc(Br)ccc1OCCn1ccnc1	-25.8%	2.6%	-5.6%
Cc1ccc(O)c(C(=O)c2cnn(-c3ccc(S(=O)(=O)N4CCOCC4)cc3[N+](=O)[O-])c2)c1	-13.4%	2.7%	-1.6%
CCCc1cc(=O)[nH]c(SCC(=O)NC2CC2)n1	-1.6%	0.0%	nt
COc1cc(CCC(=O)NNC(=O)c2cccc(Cl)c2)cc(OC)c1OC	-3.0%	3.0%	-12.4%
CCc1ccc(NC(=O)c2ccc(Cn3nc(N4CCN(c5ccccc5)CC4)ccc3=O)o2)cc1	?	2.6%	nt
CCOC(=O)C1(Cc2ccc(OC)cc2)CCN(C(=O)c2sc(C)nc2C)CC1	23.1µM*	0.0%	-6.8%
CCOc1ccc(N2C(=O)CC(N3CCN(c4ccc(Cl)cc4)CC3)C2=O)cc1 (stereo not given)	?	nt	2.0%
CCSCc1nc2ccccn2c1Br	-22.9%	3.8%	2.1%
CCN(CC)c1cc2c(cc1F)c(=O)c(S(=O)(=O)c1ccc(OC)cc1)cn2Cc1ccccc1	23.1µM*	1.2%	nt
CCOc1ccccc1NC(=O)c1cnc(N2CCOCC2)c2ccccc12	18.4µM*	4.4%	nt
CCc1nnc(NC(=O)CSc2nnc(-c3ccoc3C)n2-c2ccccc2)s1	-30.2%	4.0%	0.9%
N#Cc1ccccc1COC(=O)c1ccc2c(c1)OCCO2	-9.5%	89.1µM*	6.0%
COc1ccccc1NC(=O)C1=C(C)Nc2nc(SCc3ccccc3F)nn2C1c1cccnc1 (stereo not given)	10.3µM*	8.8%	nt
Cc1cccc(C2=NN(c3ccccc3)[C@@H](C(=O)N3CCOC3=O)[C@@H]2c2ccc([N+](=O)[O-])cc2)c1	-23.8%	2.5%[56.1 µM]	15.5%
Cc1[nH]ccc(=O)c1Oc1ncc(C(F)(F)F)cc1Cl	-6.2%	0.5%	5.1%
CCOC(=O)N1CCN(C(=O)c2ccc3nc(SCc4ccc(F)cc4)n(C)c3c2)CC1	20.6µM*	4.0%	-4.9%
CC(=O)N1CCN(c2ccc(NCc3ccc(C)cc3)cc2)CC1	-8.5%	5.2%	-10.0%
Cc1c(C(=O)N(Cc2ccc(F)cc2)C2CCS(=O)(=O)C2)oc2ccccc12 (stereo not given)	-28.1%	-0.3%	1.1%
Cc1ccc(C)c(NC(=O)CSc2n[nH]c(-c3ccccn3)n2)c1	18.4µM*	10.3%[0.0935 µM]	-5.4%
COc1ccc2nc(NC(=O)CSc3nccc(C)n3)sc2c1	?	4.4%	7.7%
CCn1cc(C(=O)NC2CCc3ccccc32)c(=O)c2ccc(C)nc21 (stereo not given)	nt	0.0%	3.3%
Cc1ccccc1NC(=O)CSc1nc2c(c(=O)n(C)c(=O)n2C)n1C	7.4%	17.0%	-2.6%
CCC(C(=O)Nc1ccc(C(C)=O)cc1)n1cnc2nc3c(cc2c1=O)CCCC3 (stereo not given)	?	1.8%	nt
O=C(Cn1nc(-c2ccccc2)c2ccccc2c1=O)NCC1CCCO1 (stereo not given)	-3.0%	3.2%	9.0%
Oc1ccccc1C(Nc1nccs1)c1ccc2cccnc2c1O (stereo not given)	2.59µM*	11.2%	6.3%
CCOC(=O)c1cc2sccc2n1CC(=O)N1CCc2ccccc21	11.6µM*	4.2%	2.9%
CCCn1c(=N)c(C(=O)NC(C)c2ccccc2)cc2c(=O)n3ccccc3nc21 (stereo not given)	?	9.3%	nt
Cn1cnnc1SCC(=O)Nc1ccccc1Oc1ccccc1	-6.3%	2.9%	23.4%
O=C(NCCC1=CCCCC1)c1cc(COc2c(F)cccc2F)on1	-0.1%	-3.3%	-2.5%
CCOC(=O)c1cnc(SCc2nc(N)nc(Nc3ccc(C)cc3)n2)nc1N	?	8.7%	18.0%
Cc1cc(Nc2ccc(F)cc2Cl)n2ncnc2n1	2.4%	5.4%	-27.7%
CSc1nncc(/C(C)=N\Nc2ccccc2)n1	-15.2%	6.4%	-3.0%
Cc1cnc(=O)[nH]c1SCc1cccc(C(F)(F)F)c1	-10.7%	9.2%	-7.8%
O=c1c2c([nH]c3ccccc13)CCC2	-8.7%	nt	-6.0%
CC(C)OCC(O)CN1CCN(CC(O)COc2ccc3c(c2)OCO3)CC1 (stereo not given)	0.0%	0.0%	1.1%
Cc1ccc(CNC(=O)CNC(=O)c2ccc(C(C)(C)C)cc2)n1C	?	3.6%	nt
COCC(=O)N1CCc2nc(-c3ccccc3)c3c(c2C1)CO[C@@H](C)C3	nt	12.5%[12.3 µM]	7.3%[12.8 µM]
O=C(CSc1nc(N2CCCCC2)nc(N2CCCCC2)n1)N1CCc2ccccc21	nt	4.7%	1.5%
Cn1c(CNC(=O)CCNC(=O)c2cccc(Cl)c2)cc(=O)n(C)c1=O	8.5%	4.6%	2.9%

The list goes on; the last four above are carried over.
SMILES	TDP1 cell noCPT	TDP1 block	N370S GC mod
Cc1ccc(CNC(=O)CNC(=O)c2ccc(C(C)(C)C)cc2)n1C	?	3.6%	nt
COCC(=O)N1CCc2nc(-c3ccccc3)c3c(c2C1)CO[C@@H](C)C3	nt	12.5%[12.3 µM]	7.3%[12.8 µM]
O=C(CSc1nc(N2CCCCC2)nc(N2CCCCC2)n1)N1CCc2ccccc21	nt	4.7%	1.5%
Cn1c(CNC(=O)CCNC(=O)c2cccc(Cl)c2)cc(=O)n(C)c1=O	8.5%	4.6%	2.9%
COCCN1CCN(C(=O)C2CCC(=O)N(CCc3cccc(F)c3)C2)CC1 (stereo not given)	-0.5%	3.3%	3.5%
COc1ccc(C)cc1NC(=O)CSc1nnc2ccc(-c3cccnc3)nn12	1.2%	nt	0.0%
[N-]=[N+]=Nc1ccc(C(=O)CSC[C@H](NC(=O)CC[C@H](N)C(=O)O)C(=O)NCC(=O)O)cc1	nt	?	20.5%
CCOc1cc(NCc2ccccc2)c2ncn(C(C)C)c2c1	23.1µM*	12.5%	nt
Cc1ccc(NC(=O)c2ccc(-c3nn(C)c(=O)c4ccccc34)cc2)cc1	?	1.8%	-1.1%
COc1ccc2cc(C(=O)NCc3ccccc3)c(=Nc3ccc(C(=O)O)cc3)oc2c1	13µM*	0.0%	7.3%
C[C@]12c3[nH]c4ccc(Cl)cc4c3CCN1C(=O)[C@@H](CC(=O)NCc1cccc(C(F)(F)F)c1)C[C@@H]2C(=O)N1CCCCC1	20.6µM*	1.0%[56.1 µM]	nt
CCCNC(=O)c1ccc2c(c1)ncn2-c1ccccc1OC	?	1.1%	1.6%
CCN(CC)C(=O)C1CCN(S(=O)(=O)c2c(C)noc2/C=C/c2cccc(OC)c2)CC1	?	2.8%	nt
C/C(=N\NC(=O)CSCc1ccccc1Cl)c1cc(O)ccc1O	5.17µM*	10.3%	-5.6%

Reformatted with bars between the fields: part of the list above.
structure | TDP1 cell noCPT | TDP1 block | N370S GC mod
Cc1ccc(NC(=O)c2ccc(-c3nn(C)c(=O)c4ccccc34)cc2)cc1 | ? | 1.8% | -1.1%
COc1ccc2cc(C(=O)NCc3ccccc3)c(=Nc3ccc(C(=O)O)cc3)oc2c1 | 13µM* | 0.0% | 7.3%

New compounds follow.
SMILES	TDP1 cell noCPT	TDP1 block	N370S GC mod
COc1cc2c(cc1OC)C(C)N(CC(=O)Nc1ccc(C)c(S(=O)(=O)N3CCOCC3)c1)CC2 (stereo not given)	16.4µM*	2.6%	-18.6%
O=C(c1cccs1)c1cn(CCOc2ccccc2Cl)c2ccccc12	?	5.3%	nt
O=C(COC(=O)C1CCC1)Nc1ccc(Oc2ccccc2)cc1	15.4%	-7.9%	nt
COc1ccccc1OCC(O)CO (stereo not given)	-3.3%	4.5%[56.1 µM]	8.9%&9.6%
Cc1ccc(S(=O)(=O)NCc2ccc(C(=O)NCCc3cccc(C)c3)cc2)cc1	?	-0.9%	nt
CC1(C)CC(=O)C2=C(C1)Nc1cc3c(cc1C2c1ccc2c(c1)OCO2)OCO3 (stereo not given)	?	6.5%	?
Cc1nn(-c2ccccc2)c(C)c1-c1nnc(C(F)(F)F)o1	-16.6%	nt	-3.0%
Cc1nc(-c2ccc(NC(=O)C(C)(C)C)cc2)c(-c2ccccc2)o1	16.4µM*	nt	-8.7%
COc1ccc(Cl)cc1CNCCSc1nnnn1C	-14.0%	5.8%	nt
COc1cc(OC)cc(C(=O)NC(=S)Nc2ccc3[nH]c(=O)[nH]c3c2)c1	10.2%	-1.3%	-1.5%
CCCCOc1c(C(=O)Nc2ccccc2)nnn1-c1ccccc1	-26.3%	-4.8%	14.8%
COCCOC(=O)c1[nH]c2c(c1C)C(=O)CC(c1ccc(N(C)C)cc1)C2 (stereo not given)	?	10.3%	10.9%
CC(C)(C)c1ccc(CN2N=Nc3ccccc3S2(=O)=O)cc1	7.31µM*	9.3%	-22.9%
CC(O)c1nc2ccc(Cc3ccc4nc(C(C)O)[nH]c4c3)cc2[nH]1 (stereo not given)	-0.8%	2.0%	-4.2%
CCOc1cc(/C=N/NC(=O)CN(CCc2ccccc2)S(=O)(=O)c2ccc(NC(C)=O)cc2)ccc1O	18.4µM*	5.8%	?
CCOC(=O)C1CCCN(S(=O)(=O)c2ccc(F)c(C(=O)Nc3ccc(F)c(F)c3)c2)C1 (stereo not given)	16.4µM*	2.6%&2.3%	-4.0%
C/C(=N\NC(=O)c1ccc(F)cc1)c1cccc(NC(=O)c2cccc(F)c2)c1	?	2.9%	7.8%
Cc1cc(NC(=O)COC(=O)COc2ccc3c(c2)CCC3)no1	-10.6%	1.0%	11.7%
COC(=O)/C=C/c1ccc2c(c1)OCO2	1.1%	0.0%	-4.0%
Cc1cc2oc(=O)cc(CN(C)Cc3ccccc3F)c2cc1Cl	?	nt	-0.3%
Cc1nc2cc(-c3cccc(F)c3)nn2c(C)c1CCC(=O)N1CCN(c2ccccn2)CC1	-20.8%	nt	10.4%
CC(=O)NC1CCC(C(=O)O)(c2ccccc2)C1 (stereo not given)	11.5%	2.1%	1.3%
COc1ccc(OC)c(NC(=O)CCNS(=O)(=O)c2ccc3[nH]c(=O)oc3c2)c1	17.3%	1.6%	-1.6%
Cc1ccc(S(=O)(=O)N(CC(=O)NCc2ccco2)C2CCCCC2)cc1	-22.3%	-9.8%	8.1%
COC(=O)C(Cc1ccc(O)cc1)NC(=O)C(CC(=O)OC(C)(C)C)NC(=O)OC(C)(C)C (stereo not given)	11.7%	-5.4%	17.0%
CC(NC(=O)COC(=O)Cc1ccsc1)c1ccccc1 (stereo not given)	-2.3%	-0.6%	-6.9%
O=c1oc(-c2ccco2)nc2c1cnn2-c1ccccc1	?	-2.0%	-1.2%
O=C(C[n+]1cc(-c2ccc(Cl)cc2)n2c1CCC2)N1c2ccccc2Sc2ccccc21	13µM*	-1.1%	9.8%
COc1ccc(Cn2c(SCc3ccc(C(=O)NC4CCCCC4)cc3)nc3ccncc32)cc1	16.4µM*	3.9%	nt
COc1ccc(NC(=O)c2cc(-c3ccncc3)nc3ccc(Br)cc23)cc1OC	20.6µM*	-0.2%	-12.9%
CCc1ccccc1N(C(C)=O)c1nc(CCl)cs1	23.1µM*	5.5%	-0.3%
Cn1cc(S(=O)(=O)Nc2ccc(OC(F)(F)F)cc2)c(=O)n(C)c1=O	-21.7%	0.0%	nt
O=C(NC1CCS(=O)(=O)C1)OC1CCCCC1 (stereo not given)	-8.0%	-4.9%	-5.7%
CCCC(=O)NC1=C(C#N)C2(CCCCC2)Cc2ccccc21	-28.6%	3.6%	-4.4%
O=C(NNS(=O)(=O)c1ccccc1)c1cccnc1	23.9%	2.5%	-17.0%
CC1CCCCN1C(=O)CSc1c2c(nc3cc(Cl)ccc13)CCCC2 (stereo not given)	18.4µM*	6.4%	nt
Cc1cc(C)cc(NS(=O)(=O)c2ccc3[nH]cc(C(=O)N4CCc5ccccc54)c(=O)c3c2)c1	?	7.0%	10.8%
COc1cc(S(=O)(=O)NCCc2c(C)[nH]c3ccccc23)c(C)cc1C	18.4µM*	12.3%	nt
CC(NC(=O)C12CC3CC(CC(C3)C1)C2)C(=O)N/N=C/C1=C(N2CCOCC2)C(=C\c2cccc([N+](=O)[O-])c2)/CC1 (stereo not given)	11.6µM*	8.0%	-0.7%
Cc1ccc2nc(C)cc(C(=O)N/N=C/c3ccncc3)c2c1	?	0.4%	-3.4%

Taken from above:
COc1cc2c(cc1OC)C(C)N(CC(=O)Nc1ccc(C)c(S(=O)(=O)N3CCOCC3)c1)CC2 (stereo not given) | N370S GC mod = -18.6%
O=C(NCCC1=CCCCC1)c1cc(COc2c(F)cccc2F)on1 | N370S GC mod = -2.5%
CSc1nncc(/C(C)=N\Nc2ccccc2)n1 | TDP1 cell noCPT = -15.2%
CCOc1cc(/C=N/NC(=O)CN(CCc2ccccc2)S(=O)(=O)c2ccc(NC(C)=O)cc2)ccc1O | TDP1 block = 5.8%
CC(=O)N1CCN(c2ccc(NCc3ccc(C)cc3)cc2)CC1 | N370S GC mod = -10.0%
O=c1c2c([nH]c3ccccc13)CCC2 | TDP1 cell noCPT = -8.7%

These rows are one share of the data; count on the stated rates, not on these rows.
